Screens: PubChem, Sanford-Burnham Center for Chemical Genomics
NLRP3 yeast inh = NALP3 inflammasome inhibitors in reconstituted yeast, primary screen, luminescence, uHTS. Yeast reconstituted NLRP3/ASC/caspase-1, beta-gal luminescence, 24 h. inhibition, % at 10 µM. hit rate 0.39% among 330,000. AID 2825, 2010;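 active means inhibition of 50% or more; inactive means inhibition below 50%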;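 further: plate controls were induced DMSO wells for no effect and uninduced yeast grown without galactose for full effect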
SENP8 block-1 = SENP8 protease inhibitors, primary screen, biochemical, luminescence. inhibition, % at 10 µM. AID 2540, 2010. purified SENP8, Z-RLRGG-aminoluciferin cleavage. hit rate 1.2% among 330,000. Sentrin-specific protease 8 (Homo sapiens), Q96LD8; in the data active means inhibition above about 50%
Target sequence (Q96LD8 whole entry, looked up): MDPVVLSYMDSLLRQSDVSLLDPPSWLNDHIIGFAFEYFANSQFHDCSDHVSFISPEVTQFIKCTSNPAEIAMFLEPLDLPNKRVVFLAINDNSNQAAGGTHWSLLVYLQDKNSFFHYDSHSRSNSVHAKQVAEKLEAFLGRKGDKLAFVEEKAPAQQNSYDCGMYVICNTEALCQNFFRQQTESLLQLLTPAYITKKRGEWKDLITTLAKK
SENP1 FRET inh = human SENP1 catalytic domain inhibitors, primary screen, biochemical, FRET, uHTS | recombinant SENP1 catalytic domain, CyPet-SUMO1-YPet FRET cleavage | Sentrin-specific protease 1 (Homo sapiens), Q9P0U3 | hit rate 0.21% among 360,000 | AID 624204, 2012 | inhibition, % at 10 µM;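 active means inhibition at least 30% at 10 µM, raw YFP signal under a set limit, fluorescence ratio 0.5 to 1.5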;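 further: 0% = enzyme with DMSO and 100% = no enzyme wells; some results filed as inactive read as strong as hits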
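System: Recombinant human SENP1 catalytic domain, His6-tagged | Incubation: Enzyme reaction for 50 min at room temperature, dark | Medium: Tris pH 8 with BME, BSA, NP40 and catalase | Also added: 25 nM SUMO1 FRET substrate | Compound: 10 µM single point, 0.5% DMSO | Measured by: FRET fluorescence in CFP and YFP emission channels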
PfG6PD inh = PfG6PD enzyme inhibitors, primary screen, biochemical, fluorescence intensity, uHTS; glucose-6-phosphate dehydrogenase-6-phosphogluconolactonase (Plasmodium falciparum 3D7); PfGluPho enzyme, NADPH resazurin-diaphorase fluorescence; inhibition, % at 20 µM; hit rate 0.78% among 350,000;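 active means inhibition reaching at least a set limit at 20 µM in the primary screen, cut at about 59% in these data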;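 further: 0% = DMSO wells with substrate and 100% = DMSO wells lacking glucose-6-phosphate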
HKDC1 inh = HKDC1 hexokinase inhibitors, primary screen, biochemical, fluorescence, uHTS | inhibition, % at 20 µM | hit rate 0.16% among 340,000 | recombinant HKDC1, G6PDH/diaphorase resazurin coupled fluorescence | Q2TB90;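 active means inhibition above about 35% when tested at 20 µM, limit read from the data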;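 further: plate controls were DMSO wells with enzyme for no effect and DMSO wells lacking enzyme for full effect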
Target sequence (Q2TB90 whole entry, looked up): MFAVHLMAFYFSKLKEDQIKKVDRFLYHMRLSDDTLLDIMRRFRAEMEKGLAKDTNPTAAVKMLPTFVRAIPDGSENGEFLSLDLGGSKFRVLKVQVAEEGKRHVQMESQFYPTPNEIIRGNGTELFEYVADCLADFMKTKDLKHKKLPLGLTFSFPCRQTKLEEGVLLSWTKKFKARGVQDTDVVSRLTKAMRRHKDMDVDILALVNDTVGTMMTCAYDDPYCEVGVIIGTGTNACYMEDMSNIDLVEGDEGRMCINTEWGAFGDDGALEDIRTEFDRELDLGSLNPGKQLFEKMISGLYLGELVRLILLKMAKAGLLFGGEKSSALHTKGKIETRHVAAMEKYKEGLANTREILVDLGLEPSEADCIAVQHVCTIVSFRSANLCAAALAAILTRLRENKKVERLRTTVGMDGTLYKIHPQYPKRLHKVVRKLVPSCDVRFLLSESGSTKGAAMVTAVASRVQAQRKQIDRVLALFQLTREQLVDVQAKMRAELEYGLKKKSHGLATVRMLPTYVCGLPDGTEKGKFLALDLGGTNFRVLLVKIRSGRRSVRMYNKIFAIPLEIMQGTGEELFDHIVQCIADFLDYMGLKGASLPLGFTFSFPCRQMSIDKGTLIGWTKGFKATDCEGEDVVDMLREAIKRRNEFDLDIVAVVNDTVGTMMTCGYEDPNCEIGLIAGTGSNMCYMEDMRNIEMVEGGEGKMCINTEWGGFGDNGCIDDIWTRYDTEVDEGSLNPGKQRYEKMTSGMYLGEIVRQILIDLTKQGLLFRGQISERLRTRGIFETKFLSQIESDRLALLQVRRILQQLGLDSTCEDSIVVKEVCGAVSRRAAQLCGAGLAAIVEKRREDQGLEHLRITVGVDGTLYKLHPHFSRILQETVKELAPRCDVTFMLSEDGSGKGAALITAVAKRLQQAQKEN
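Assay system: recombinant HKDC1 hexokinase; detection: coupled resazurin fluorescence, excitation 525 nm, emission 613 nm; benchmarks: DMSO-plus-enzyme-mix negative control, buffer-substituted positive control; compound dosing: single 20 µM dose; schedule: 90 min at room temperature in dark; also added: glucose plus 1 mM ATP as hexokinase substrates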
SENP8 block-2 = human SENP8 protease inhibitors, primary screen, biochemical, fluorescence, Nedd8 protein substrate, uHTS; recombinant SENP8; Sentrin-specific protease 8 (Homo sapiens), Q96LD8; inhibition, % at 20 µM; hit rate 0.64% among 360,000; AID 602440, 2012; in the data active means inhibition mostly above about 40%, no sharp cut-off; inactive means mostly below about 27%
SENP6 block = SENP6 protease inhibitors, primary screen, biochemical, luminescence, uHTS. Recombinant SENP6 catalytic domain, aminoluciferin luminescence. inhibition, % at 10 µM. hit rate 1.8% among 330,000. AID 2599, 2010;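 active means inhibition above about 50% at the single tested dose, limit read from the data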;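 further: plate controls were DMSO wells with enzyme for no effect and DMSO wells lacking enzyme for full effect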
Apaf-1 inh = inhibitors of human Apaf-1 apoptosome, primary screen, biochemical, DEVD-Rh110 fluorescence, uHTS. inhibition, % at 20 µM. reconstituted apoptosome caspase-3 activity. hit rate 0.71% among 330,000. Apoptotic protease-activating factor 1 (Homo sapiens), O14727; active means inhibition of at least 40% at 20 µM;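 further: plate controls were DMSO wells for no effect and DEVD-CHO caspase inhibitor wells for full effect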
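System – cell-free apoptosome with Apaf-1, procaspase-3 and caspase-9 · Buffer or medium – pH 7.5 Hepes buffer with CHAPS, BSA, DTT · Also added – cytochrome c with DEVD-Rh110 · Times – 30 min compound preincubation, 50 min activation, room temperature · Technique – Rh110 fluorescence intensity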
SENP7 inh = SENP7 protease inhibitors, primary screen, biochemical, luminescence, uHTS. hit rate 1.5% among 330,000. inhibition, % at 5 µM. Sentrin-specific protease 7 (Homo sapiens), Q9BQF6. recombinant SENP7, Z-RLRGG-aminoluciferin luminescence, 40 min;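 active means inhibition above about 50% at the single test dose, limit read from the data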;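 further: plate controls were DMSO with enzyme for no effect and no enzyme buffer wells for full effect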
* hit, by the source's call; i = inactive; . = not tested or not shown; & = joins results of further samples. This is a subset (hit frequency here may not be typical).

SMILES	NLRP3 yeast inh	SENP8 block-1	SENP1 FRET inh	PfG6PD inh	HKDC1 inh	SENP8 block-2	SENP6 block	Apaf-1 inh	SENP7 inh
COc1ccccc1N1C(=O)NC(=O)C(CCc2ccncc2)(CCc2ccncc2)C1=O	19	1	0	6	-9	10	-14	-1	-8
COc1ccc(OCC#CCN2CCCCCC2)cc1	15	0	-5	-10	-1	2	-15	7	-1
O=c1[nH]c(=S)n(C2CC2)c(O)c1C=NCC1CCCO1 (stereo not drawn)	42	4	0	10	-5	20	-5	-10	-8
C[C@]12CCC3C(CC[C@H]4C[C@H](O)CC[C@]34C)C1[C@@H](O)[C@@H](O)[C@@H]2O (stereo partly drawn)	38	-16	1	-2	-5	9	-9	6	-11
COCCNCCOc1ccc(C(C)(C)c2ccccc2)cc1	36	-3	1	8	-1	28	1	19	0
O=c1c2ccccc2nc(-c2ccc(-c3ccccc3)cc2)n1-c1ccncc1	20	-4	1	-11	-3	9	3	-3	-1
CCCCC(=O)N/N=C/c1c(O)n(C2CC2)c(=S)[nH]c1=O	0	2	-1	8	-9	17	4	11	6
CCOC(=O)c1cnc(N2CC2)nc1N	.	.	1	6	-5	10	.	.	.
CCN1c2nc3ccccn3c(=O)c2CC2(C(=O)N(C)C(=O)N(C)C2=O)C1C (stereo not drawn)	-2	5	0	2	-7	-121	2	-7	2
CC(=NCCN1CCOCC1)c1c(O)n(Cc2ccccc2)c(=O)[nH]c1=O	10	-2	-3	-17	-1	9	-11	-13	-4
Cc1cc(/C=C2\C(=O)NC(=O)N(c3ccccc3F)C2=O)c(C)n1-c1cc(C(=O)O)cc(C(=O)O)c1	-2	-8	-24	-4	2	6	-5	-3	-6
Cc1ccc(C)c(NP(=O)(Oc2ccccc2)Oc2ccccc2)c1	-8	-9	2	-3	3	10	-45	22	-5

Brought forward from above: four entries; new compounds follow.
SMILES	NLRP3 yeast inh	SENP8 block-1	SENP1 FRET inh	PfG6PD inh	HKDC1 inh	SENP8 block-2	SENP6 block	Apaf-1 inh	SENP7 inh
CCN1c2nc3ccccn3c(=O)c2CC2(C(=O)N(C)C(=O)N(C)C2=O)C1C (stereo not drawn)	-2	5	0	2	-7	-121	2	-7	2
CC(=NCCN1CCOCC1)c1c(O)n(Cc2ccccc2)c(=O)[nH]c1=O	10	-2	-3	-17	-1	9	-11	-13	-4
Cc1cc(/C=C2\C(=O)NC(=O)N(c3ccccc3F)C2=O)c(C)n1-c1cc(C(=O)O)cc(C(=O)O)c1	-2	-8	-24	-4	2	6	-5	-3	-6
Cc1ccc(C)c(NP(=O)(Oc2ccccc2)Oc2ccccc2)c1	-8	-9	2	-3	3	10	-45	22	-5
CCN(CC)c1ccc(N=Cc2c(O)n(-c3ccccc3)c(=O)[nH]c2=O)cc1	11	-6	-37	22	11	-56	-7	-10	-10
CN1CCN(CCOC2c3ccccc3CSc3ccc(Cl)cc32)CC1 (stereo not drawn)	18	-6	3	2	-11	7	-15	2	-1
CCOP(=O)(C#CC(C)(C)C)C1(O)CCCCC1 (stereo not drawn)	7	-1	1	-10	-7	13	-11	-2	-1
CN(C)C(=O)OCc1n(C)cc[n+]1C	-6	-8	1	-7	-6	7	-30	1	2
COc1ccccc1N1CCN(Cc2ccc(SC)cc2)CC1	19	-5	0	-9	-3	3	10	3	-2
COc1ccc(N=C(C)c2c(O)n(C)c(=O)n(C)c2=O)c(OC)c1	-6	1	3	-2	8	21	-24	0	-5
CC12CN3C(O)C(C)(C1)CC(C)(C2)C3O (stereo not drawn)	-2	-4	0	-7	-6	18	-32	-2	-9
O=c1c(/C=N/N2CCOCC2)c(O)n(-c2ccccc2)c(=S)n1-c1ccccc1	12	0	0	3	0	13	1	-11	7
CCOc1cc(/C=C2/C(=O)NC(=O)N(c3ccc(CC)cc3)C2=O)ccc1OC(=O)c1cccs1	-8	-6	0	3	10	19	-4	-3	1
CCOC(=O)C1=C(N)OC2=C(C(=O)CCC2)C12C(=O)Nc1ccccc12 (stereo not drawn)	6	-5	1	-8	-2	2	-10	-12	-7
O=c1c2ccccc2[nH]c(=S)n1-c1cccnc1	-13	0	.	-1	-1	.	-2	-7	-1
O=C(O)Cn1cc(C(=O)c2ccccc2)c2ccccc21	-8	-4	1	-18	9	6	12	-14	-7
Cc1c(C(=O)c2ccccc2)c2ccccc2n1C	26	3	2	14	-3	21	-17	4	5
O=C1OCc2cc(N=Nc3c(O)[nH]c(=O)[nH]c3=O)ccc21	1	-13	-6	7	4	22	-4	-25	6
CN1CSC(=S)N(C)C1	14	4	0	5	-8	13	-15	-3	3
CCN1CCN(Cc2ccc(C)cc2C)CC1	5	1	-1	-1	-7	18	8	10	1
O=C(Cc1ccccc1)N1CCN(C2CCCCCC2)CC1	25	-4	1	0	-8	4	-34	-5	-1
CC1=CC(=Cc2sc3ccccc3[n+]2C)C=C(C)O1	.	.	-51	20	-2	31	.	.	.
C[C@]12CCC3C(CC[C@H]4C[C@H](O)CC[C@]34C)C1C[C@@H](O)[C@@H]2O (stereo partly drawn)	44	3	1	0	-9	16	-6	1	2
CCC(C)N1CCN(C(=O)COc2ccc3ccccc3c2)CC1 (stereo not drawn)	39	6	0	11	-6	5	5	2	2
O=C(COc1ccccc1)N1CCN(CC2CC3C=CC2C3)CC1 (stereo not drawn)	26	-1	4	-5	-15	16	15	-9	5
CN1CCN(C(=O)COc2ccc(S(=O)(=O)NCc3ccccc3)cc2Cl)CC1	6	8	3	-10	-6	-2	9	-27	-2
CCn1c(O)c(C=NCCN2CCOCC2)c(=O)[nH]c1=S	35	-1	1	4	-4	16	-11	-14	2
Cc1cc(C=C2C(=O)N(C)C(=S)N(C)C2=O)c(C)n1-c1cccnc1	13	-2	-15	13	-1	15	2	24	11
CN(C)[C@@H]1C(=O)C(C(N)=O)=C(O)[C@@]2(O)C(=O)C3=C(O)c4c(O)ccc(Cl)c4[C@@](C)(O)C3C[C@@H]12 (stereo partly drawn)	.	.	22	-3	5	-97	.	.	.
CC(=O)Nc1ccc(OC(=O)c2ccccc2N)cc1	21	-1	3	-13	-8	-293	1	-11	1
Nc1ccc2ccccc2c1	.	.	-2	22	15	i	.	.	.
COC(=O)C1=C(c2cccc(OC)c2OC)C[C@@H]2CC[C@H]1N2C(=O)NCc1ccc(F)cc1	-2	4	3	-6	0	15	11	-2	-4
O=c1[nH]c(=O)n(-c2ccccc2F)c(O)c1C=NCCC1=CCCCC1	12	-3	-2	-15	13	9	-16	-4	-3
O=c1[nH]c(Cl)ccc1CN1CCOCC1	18	1	3	1	-2	1	-17	-6	0
N#Cc1c(Cl)nc(Cl)c2c1CCN(Cc1ccccc1)C2	-6	7	-81	14	4	-406	2	3	11
O=C(c1ccccc1)C(Cc1ccccc1)N1CCOCC1 (stereo not drawn)	.	.	0	4	-4	2	.	.	.
O=P(Nc1ccccc1)(Nc1ccccc1)Oc1cccc(Cl)c1	6	-9	2	19	1	15	-9	17	1
O=C(C(=O)N1CCC2(CC1)OCCO2)c1c[nH]c2ccccc12	11	8	-1	-18	-9	-16	-2	-13	5
CC(=NCCC1=CCCCC1)c1c(O)n(C)c(=O)n(C)c1=O	9	-1	2	-1	-3	18	2	-2	-8
Cc1cccc(N2C(=O)NC(=O)/C(=C\C=C\c3ccco3)C2=O)c1	18	0	-35	44	4	21	-31	8	1
O=C(Cc1ccccc1)N1CCN(CC2CC3C=CC2C3)CC1 (stereo not drawn)	31	8	0	-4	-1	8	9	-5	0
Clc1ccc(COC(Cn2ccnc2)c2ccc(Cl)cc2Cl)c(Cl)c1 (stereo not drawn)	24&13	6&-10	2&-3	7&-20	0&4	4&6	-3&-8	25&36	3&-6
CCN1CCC2(CC1)NC(CO)(CO)CO2	24	1	-1	7	-9	13	-42	12	10
CCC1C2Cn3c(nc4ccccc43)C1N(C)O2 (stereo not drawn)	19	-5	2	5	-4	-2	-5	-2	-1
O=C1c2ccccc2C(=O)N1Cc1nc2ccccc2c(=O)n1-c1ccccn1	3	0	0	-9	5	39	-4	-4	11
CCOc1cc(C=C2C(=O)NC(=O)NC2=O)cc([N+](=O)[O-])c1O	-53	-2	.	.	.	.	5	-3	5
Cn1c(O)c(C=Nc2ccccc2)c(=O)n(C)c1=O	3	-9	2	1	-4	-9	-7	0	2
O=c1[nH]c(=O)n(C2CCCCCC2)c(O)c1C=NCc1cccnc1	25	0	0	0	-7	12	-6	6	-8
O=c1c(C=NCc2cccs2)c(O)n(C2CCCCC2)c(=O)n1C1CCCCC1	17	-2	2	11	3	27	-11	22	-3
CC(N)Cc1c[nH]c2ccc(OCc3cccs3)cc12 (stereo not drawn)	-1	-5	3	5	4	-1	-10	16	-1
CCN(CC)c1ccc(CNCCc2ccccc2F)cc1	26	-11	2	1	-2	29	-33	-4	-6
CCOC(=O)C1=C(C)OC(N)=C(C(=O)OC)C12C(=O)Nc1ccc(Br)cc12 (stereo not drawn)	5	-8	1	-4	1	10	5	11	0
COc1ccc(CCNCc2ccsc2)cc1OC	16	-10	0	6	-3	4	-9	7	-10
CCc1ccc(-n2c(O)c(C(C)=O)c(=O)[nH]c2=O)cc1 (tested in a mixture with another compound)	26	0	-2	-3	-5	10	-2	-7	2
COC(=O)C1=C(c2ccc(-c3ccccc3)c(F)c2)C[C@@H]2CC[C@H]1N2C(=O)NCCOc1ccccc1	5	-3	3	10	-1	14	5	26	-4
CCc1ccc(NC(=O)CN2CC(c3ccccc3)CC2=O)cc1 (stereo not drawn)	0	-4	4	2	-3	11	-10	-1	8
COC(=O)C1=C(c2cc3ccccc3o2)C[C@@H]2CC[C@H]1N2C	20	4	4	2	-5	9	1	-1	0
COC(=O)C1=C(c2ccc(Cl)c(C(F)(F)F)c2)C[C@@H]2CC[C@H]1N2C(=O)NC1CCCCC1	17	-3	2	24	10	2	-10	30	6
O=C1NC(=O)N(c2ccccc2)C(=O)/C1=C\c1ccc([N+](=O)[O-])o1	5	5	.	.	.	.	-1	0	6
CCCCn1c(=O)c(C(=O)Nc2nnc(C(C)C)s2)c(O)c2ccccc21	2	-9	.	.	.	.	11	14	2
Cn1c(O)c(C=NCCN2CCOCC2)c(=O)n(C)c1=S	32	0	-1	5	-3	16	-7	-2	2
O=C(Nc1ccc(Cl)cc1)O/N=C(\c1ccccc1)c1ccccn1	18	-2	3	4	-5	18	-17	-13	2
Cc1ccccc1NC(=O)NCCN1CC1	-3	-3	2	-8	-2	14	-7	15	2
